# Screening results from PubChem BioAssay.
# Arrestin-AP2 inh: human beta-arrestin and AP2 interaction inhibition; FITC-arrestin peptide / GST-AP2 beads, flow cytometry; AP2 beta2 appendage carries R879A mutation; inhibition, % at 10 µM; hit rate 0.31% among 340,000;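 active = inhibition above a set limit, near 3 SD of compounds lacking own fluorescence, cut at about 54% in these data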;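 note: plate controls were DMSO wells for no effect and 5 µM unlabelled arrestin peptide for full effect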
#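 System: GST-AP2 R879A glutathione beads; medium: PBS, Tween 20 0.05%, BSA 0.1%; reagent: fluorescein-tagged arrestin peptide at 50 nM final; schedule: pre-incubation 12 min, peptide binding 1 h, room temperature; detection: flow cytometry, FL1 (488/535 nm); read-out: inhibition as reduced fluorescein signal on beads, percent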
# CAL PDZ FP-1: human CAL PDZ-peptide interaction inhibition; Q9HD26; purified CAL PDZ, TMR-peptide fluorescence polarization, 1 h; inhibition, % at 20 µM; hit rate 0.02% among 330,000; AID 504414;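 active = highest replicate inhibition of at least 40%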;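 note: plate controls were DMSO neutral control wells for no effect and unlabeled competitor peptide control wells for full effect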
#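 System: purified tagged CAL PDZ domain construct (CerCALP). Schedule: 1 h incubation at room temperature before polarization reading. Medium: 25 mM sodium phosphate pH 7.4, 150 mM NaCl, TCEP, IgG, Thesit. Read-out: percent inhibition from loss of millipolarization. Measured by: FP readout, S and P plane fluorescence. Probe or stimulus: fluorescent TMR peptide probe.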
# V-ATPase pHluor: alters yeast V-ATPase proton transport; S. cerevisiae, pHLuorin cytosolic pH fluorescence; response, % at 10 µM; hit rate 0.37% among 350,000; AID 504577; in the data active = response mostly above about 7.3%, no sharp cut-off; inactive = mostly below about 5.4%; note: actives read high; inactives centre near 0; some compounds called inactive have numbers as strong as hits; reference of the scale not given here
# Keap1-Nrf2 PPI: inhibitors of human Keap1-Nrf2 protein-protein interaction | inhibition, % at 9.4 µM | Keap1 Kelch-Nrf2 peptide fluorescence polarization, 1536-well | AID 504523 | hit rate 0.15% among 340,000 | Q14145; in the data active = inhibition above about 12%;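 note: human Keap1 Kelch domain with fluorescein labeled Nrf2 9mer peptide probe; 0% = neutral control wells and 100% = peptide positive control; higher means more block of Keap1 binding to Nrf2 peptide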
# DSG3 Ab inh: inhibitors of pemphigus antibody binding to human desmoglein-3 | binding (percent of control), % at 10 µM | DSG3-coupled beads, scFv-anti-DSG3-GFP binding, flow cytometry; hits give low values | AID 588358 | hit rate 0.48% among 310,000;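 active = binding more than 3 SD below its plate's average and above zero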;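 note: hits lower antibody fragment binding to DSG3; some compounds called inactive have numbers as strong as hits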
# RTF Ca sens inh: cardiac RTF calcium desensitization; AID 493244; P19429+P45379; hit rate 0.12% among 340,000; IANBD-labeled cardiac RTF, Ca2+ fluorescence; inhibition, % at 7.15 µM;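 active = inhibition above the mean inhibition of all tested compounds plus 3 SD, cut at about 17% in these data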;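 note: assay run at fixed EC70 calcium of 1.6 mM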
# NSD2 inh: NSD2 (human) methyltransferase inhibition; inhibition, % at 12.5 µM; O96028; hit rate 0.54% among 310,000; NSD2 peptide methylation, AlphaScreen, 120 min; in the data active = inhibition above about 50%
# CAL PDZ FP-2: CAL PDZ (human) peptide binding inhibition. Q9HD26. hit rate 0.92% among 300,000. AID 602252. purified CAL PDZ, TMR-peptide fluorescence polarization, 1 h. inhibition, % at 24.9 µM;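 active = mean inhibition of at least 30% with at least half of replicates also reaching 30%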;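 note: 0% = DMSO neutral control and 100% = excess unlabeled competitor peptide PRC23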
# C-LANA FP: inhibitors of KSHV LANA C-terminal domain DNA binding; MBP-C-LANA/FAM-LBS DNA binding, fluorescence polarization; inhibition, % at 9 µM; hit rate 0.078% among 340,000;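 active = highest replicate inhibition at or above 60% at 9 µM, even if other replicates fall short; inactive = all replicates below 60% inhibition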;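 note: 0% = neutral control wells and 100% = 4 µM acridine orange control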
# DAGLB inhibitor: diacylglycerol lipase beta (human) inhibition | Q8NCG7 | HEK293T DAGLB membrane lysate, EnzChek fluorogenic substrate | inhibition, % at 5.17 µM | hit rate 0.059% among 340,000; in the data active = inhibition above about 34%;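 note: 0% = enzyme with vehicle and 100% = wells lacking enzyme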
# Target sequence (Q8NCG7 whole entry, looked up): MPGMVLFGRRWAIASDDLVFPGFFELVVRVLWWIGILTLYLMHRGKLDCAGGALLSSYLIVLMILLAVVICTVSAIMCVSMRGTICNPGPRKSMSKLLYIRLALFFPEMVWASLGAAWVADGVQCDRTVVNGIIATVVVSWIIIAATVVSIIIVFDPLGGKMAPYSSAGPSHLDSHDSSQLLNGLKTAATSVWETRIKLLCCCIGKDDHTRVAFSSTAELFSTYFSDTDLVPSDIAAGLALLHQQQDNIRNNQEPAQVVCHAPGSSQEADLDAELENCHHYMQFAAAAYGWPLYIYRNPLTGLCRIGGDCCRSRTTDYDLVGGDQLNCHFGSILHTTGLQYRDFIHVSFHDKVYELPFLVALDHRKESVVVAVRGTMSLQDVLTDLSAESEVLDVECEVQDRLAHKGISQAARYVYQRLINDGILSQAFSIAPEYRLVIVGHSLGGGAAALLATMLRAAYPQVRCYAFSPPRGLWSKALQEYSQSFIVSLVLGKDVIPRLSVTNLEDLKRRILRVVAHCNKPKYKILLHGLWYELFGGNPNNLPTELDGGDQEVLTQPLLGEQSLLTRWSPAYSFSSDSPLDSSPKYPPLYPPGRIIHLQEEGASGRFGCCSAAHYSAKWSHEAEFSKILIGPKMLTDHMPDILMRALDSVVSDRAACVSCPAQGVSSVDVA
# The depositor's hits bear a star; nt = no result given.
SMILES,Arrestin-AP2 inh,CAL PDZ FP-1,V-ATPase pHluor,Keap1-Nrf2 PPI,DSG3 Ab inh,RTF Ca sens inh,NSD2 inh,CAL PDZ FP-2,C-LANA FP,DAGLB inhibitor
Nc1ccc(OCc2ccccc2)cc1[N+](=O)[O-],-11,0.5,3,5,116,2,16,-4,-0.8,22
Cc1cc(C(=O)COC(=O)CN(C)S(=O)(=O)c2ccc(Cl)cc2)c(C)n1CC1CCCO1 (centres undefined),1,nt,2,1,104,-5,-3,-3,-1.1,-3
Cc1n[nH]c(=O)nc1NCc1ccccc1,30,-1.0,-3,-5,98,3,-4,5,4.8,2
CCn1cc(C(=O)NCc2cccc(F)c2)c(=O)c2cc(F)c(N3CCN(C(=O)c4ccco4)CC3)cc21,-5,-1.0,-2,-1,105,2,nt,2,-0.3,0
O=C(O)CC(NC(=O)Cc1ccc([N+](=O)[O-])cc1)c1ccc2c(c1)OCO2 (centres undefined),22,-2.4,12,-1,95,-3,-3,2,0.6,0
Cc1ccc(OCC(=O)NC2CCS(=O)(=O)C2)c(C)c1 (centres undefined),4,-0.9,-2,-4,99,-4,-2,-5,1.1,-2
CCOC(CNC(=O)c1ccc(N2CCc3ccccc32)c([N+](=O)[O-])c1)OCC,5,0.5,0,-1,101,-2,19,-7,-0.2,19
CC(C)(C)C1CCC(C(=O)Nc2nccs2)CC1 (centres undefined),1,-0.2,-1,-8,122,-4,-5,0,-2.2,-4
Cc1ccccc1-n1c(SCC(=O)N2CCN(c3ccccn3)CC2)nnc1N1CCOCC1,25,-1.2,2,3,114,4,0,-2,-0.4,-2
CC1CCN(CCC(=O)Nc2nccs2)CC1,8,0.0,2,1,110,0,-2,22,-1.4,0
COc1ccccc1NC(=O)NC(N)=O,4,1.3,-2,-9,103,-8,-2,2,0.4,2
CC(C)c1ccc(CNc2c([N+](=O)[O-])c(=O)oc3ccccc23)cc1,4,-0.4,1,-1,96,6,-1,4,-1.4,0
COc1ccc(-c2cc3cc(-c4cc(OC)c(OC)c(OC)c4)ccc3o2)cc1,2,-0.1,0,0,101,1,nt,1,0.0,1
CC(Sc1nnc2ccccn12)C(=O)N1CCc2ccccc2C1 (centres undefined),22,2.6,0,3,98,-6,0,13,1.6,2
COc1ccc(OC)c(CN2CCC(CO)(CCOc3ccccc3)CC2)c1,15,0.0,-2,-2,104,-19,-2,-6,1.2,1

# A second format for two compounds above.
compound | Arrestin-AP2 inh | CAL PDZ FP-1 | V-ATPase pHluor | Keap1-Nrf2 PPI | DSG3 Ab inh | RTF Ca sens inh | NSD2 inh | CAL PDZ FP-2 | C-LANA FP | DAGLB inhibitor
CC(C)(C)C1CCC(C(=O)Nc2nccs2)CC1 (centres undefined) | 1 | -0.2 | -1 | -8 | 122 | -4 | -5 | 0 | -2.2 | -4
Cc1ccccc1-n1c(SCC(=O)N2CCN(c3ccccn3)CC2)nnc1N1CCOCC1 | 25 | -1.2 | 2 | 3 | 114 | 4 | 0 | -2 | -0.4 | -2

# Other compounds follow:
SMILES,Arrestin-AP2 inh,CAL PDZ FP-1,V-ATPase pHluor,Keap1-Nrf2 PPI,DSG3 Ab inh,RTF Ca sens inh,NSD2 inh,CAL PDZ FP-2,C-LANA FP,DAGLB inhibitor
O=C(Nc1ccccc1N1CCN(C(=O)c2ccc(Cl)cc2)CC1)c1cccc(F)c1,16,0.5,-1,0,102,2,-1,-2,-0.1,-4
Cc1cccc(N2CCN(S(=O)(=O)c3cn(C)cn3)CC2)c1C,-10,-1.0,-4,2,107,-1,-3,-2,-1.3,-1
O=C(NC1CCN(C(=O)Nc2ccc(F)cc2)CC1)c1ccc(F)cc1,-2,-1.6,7,-1,nt,-9,13,0,1.7,0
CCCCc1ccc(NC(=O)C2CCCC2)cc1,-7,1.9,-1,-6,nt,0,2,-4,-0.7,-7
CCOc1ccc(NC(=O)Cc2ccccc2)cc1,32,-0.9,0,3,97,-2,4,-4,0.7,-4
O=C(Nc1cccc(Cl)c1)c1cc(N=Nc2ccc([N+](=O)[O-])cc2Cl)ccc1O,2,-0.6,-4,3,102,1,36,-4,-1.8,16
O=C(COC(=O)c1cccnc1Cl)c1ccc(Cl)cc1Cl,-1,-0.1,1,-1,103,-1,-3,1,-1.4,-3
CN(C/C=C/c1ccccc1)C1CCCCC1,17,-2.8,3,-4,101,-6,-1,2,-0.7,-1
O=C(CSc1nncc(=O)[nH]1)NCc1ccccc1,0,nt,-2,-1,102,-1,3,-2,-0.5,0
O=C(N/N=C/c1ccc([N+](=O)[O-])s1)C(O)c1ccccc1 (centres undefined),23,-1.0,8,-4,105,3,33,-1,-0.2,0
COc1cccc(N2CCN(C(=O)CCC(=O)N3CCOc4ccc(C)cc43)CC2)c1,-10,-3.1,3,-6,101,-3,nt,nt,0.3,4
C/C(Cn1cnc([N+](=O)[O-])n1)=N\NC(=O)c1ccccc1,2,nt,-2,-3,107,-9,-6,-3,-0.6,-2
CCOc1ccccc1OCC(=O)OCC(=O)Nc1ncc(Cl)cc1Cl,4,0.0,1,-5,104,6,0,2,1.0,1
CCOc1c2ccc(C(=O)NCc3ccc4c(c3)OCO4)cc2nn1C,1,1.5,0,2,101,-3,nt,1,-0.4,-4
COc1ccc(-c2c(C#N)c(N)nc3c2c(=O)n(C)c(=O)n3C)cc1,2,0.4,0,2,102,3,-1,-5,-0.6,0
COc1cc(CN(C(=O)c2ccco2)c2ccc(C)cc2)ccc1O,-6,nt,0,0,97,0,19,1,-1.0,0
CC(C)(C)c1ccc(Cn2nc(CC(=O)O)c3ccccc3c2=O)cc1,15,0.9,-1,-3,105,0,-3,1,-1.2,2
Cc1cc(C(F)(F)F)nn1Cc1n[nH]c(=S)n1-c1ccc(Cl)cc1,-5,-2.0,-1,-6,105,-4,1,nt,-0.8,2
Cc1ccc(C)c(NC(=O)c2cc(S(=O)(=O)N3CCOCC3)cn2C)c1,10,1.1,4,-5,104,-5,nt,-2,0.7,-2
CC(C)(C)NC(=O)NC(=O)CSc1ccc(S(=O)(=O)N2CCCCC2)cn1,-11,-0.3,-1,1,103,-12,0,nt,0.9,-1
Cc1cc(Cl)nc(-n2nc(C)cc2C)n1,2,nt,4,nt,108,nt,0,nt,nt,nt
COc1cccc(N2CCN(c3ccc(S(=O)(=O)N4CCCC4)cc3)CC2)c1,6,-1.1,1,1,121,-2,-2,-3,-2.4,4
Cc1cc(C)nc(SCC(=O)c2ccc(O)cc2O)n1,9,0.0,-4,-4,103,-11,nt,-5,0.0,-5
COc1cccc(N2CCN(c3c4c(nc5ncnn35)CCC4)CC2)c1,-3,-1.5,2,-1,101,-5,0,nt,0.1,3
COc1ccccc1Oc1c(C)oc2cc(OC(=O)c3ccco3)ccc2c1=O,4,-3.5,-3,3,97,-8,-1,-5,0.2,5
N#Cc1cccc(C(c2nnnn2C2CCCC2)N2CCCCCC2)c1 (centres undefined),4,-1.2,-4,-2,97,-12,-2,3,2.1,-3
CCn1c(CNC(=O)COC)nc2ccccc21,-2,-1.1,0,-7,102,4,nt,0,1.0,3
OC(COCc1ccccc1)COCc1ccccc1,6,0.5,-3,4,93,-1,-1,4,nt,-3
CCOC(=O)C1CCN(C(=O)c2cccc(NC3=NC4CS(=O)(=O)CC4S3)c2)CC1 (centres undefined),-10,0.6,-2,-2,104,-9,nt,nt,0.1,1
Cc1ccc2cc(CN(CCCO)S(=O)(=O)c3cccc4nsnc34)c(=O)[nH]c2c1,5,0.1,3,5,100,1,2,0,1.5,1
C=CCN1C(=O)C(O)(CC(=O)c2ccc(Cl)cc2)c2ccccc21 (centres undefined),-1,-0.3,-1,-5,103,-6,nt,-1,-0.7,-3
CCN(CC)S(=O)(=O)c1ccc(NC=C(C#N)C#N)cc1,4,0.9,-4,-3,99,11,-5,-2,-0.6,0
Cc1ccc(S(=O)(=O)NNC(=O)c2sc3nc(C)cc(C)c3c2-n2cccc2)cc1,3,-1.5,2,-4,106,3,8,-2,-2.2,-2
COc1cc(/C=N\n2nnnc2N)ccc1OCc1ccc(F)cc1,13,-0.2,4,5,103,-6,24,nt,-1.0,-4
CN(C)C(=O)C1C2NC(=S)N(c3cccc(Cl)c3)C1(C)Oc1ccc(Cl)cc12 (centres undefined),42,-2.9,-1,4,106,-3,0,-4,4.9,0
CN1C(=O)N(CC(=O)N2CCN(c3ccccc3F)CC2)C(=O)C12CCCCC2,-10,-0.6,-3,2,nt,-9,0,-2,-0.9,-1
N/C(=N\OC(=O)c1cc([N+](=O)[O-])ccc1Cl)c1cccnc1,-2,-0.4,2,-2,105,-4,4,nt,20,-3
CN(C)c1ncnc2c1NC1=C(S2)C(=NCCCC(=O)O)CC(C)(C)C1,-9,-0.7,-2,-6,95,-19,3,-1,15,-2
CCN1CCCC1CNC(=O)c1cc(S(=O)(=O)N(C)C)ccc1Cl (centres undefined),-2,-0.2,5,2,100,-5,6,-12,0.5,1
CCN(CC(=O)NC(C)C)C(=O)c1cc(S(=O)(=O)N2CCCCC2)ccc1N1CCCCC1,9,-0.2,-3,1,122,-9,0,-5,1.9,2
Cc1ccc(S(=O)(=O)N2CCN(Cc3ccccn3)CC2)cc1,-8,-6.0,7,-4,108,-6,17,nt,1.1,0
COc1ccc(-n2nc(C(=O)NCC(=O)N3CCOCC3)c3ccccc3c2=O)cc1OC,7,-1.7,-3,-4,nt,-8,6,1,0.0,2
C/C(CC(=O)Nc1cccc(C(F)(F)F)c1)=N\NC(=O)c1cnccn1,24,-2.9,1,1,105,-10,-9,-3,1.5,-1
Cc1cc2oc(C(=O)N3CCN(CCc4ccccn4)CC3)c(C)c2cc1C,-4,-2.7,4,-1,124,-5,6,0,-1.4,-6
COc1ccc(OC)c(N(CC(=O)Nc2cccc(C(F)(F)F)c2)S(C)(=O)=O)c1,-2,0.2,0,3,100,8,7,-3,0.7,0
Cc1csc(=O)n1CC(=O)OCC(=O)NNC(=O)c1ccc([N+](=O)[O-])cc1,-12,-2.0,-7,-5,105,-6,-5,-3,-0.1,2
CC(=O)c1nc(N2C(=O)CC(Cc3ccc(C)cc3)C2=O)sc1C (centres undefined),4,-0.7,0,0,105,-10,13,-5,0.1,2
COc1cc(C2Nc3ccccc3C(=O)N2c2ccccc2)ccc1O (centres undefined),-129,-0.2,3,1,108,-2,-2,-2,1.2,-1
COc1cc(NC(=O)c2cc([N+](=O)[O-])ccc2Br)ccc1NC(=O)c1ccco1,-12,-0.5,2,-2,nt,0,-1,-2,1.1,0
O=C(CN1C(=O)COc2ccc(Cl)cc21)Nc1ccccn1,41,0.0,13,3,107,0,-1,-2,-2.6,-4
O=C(Nc1ccc(S(=O)(=O)Nc2cnc3ccccc3n2)cc1)c1ccccc1Br,26,-3.8,-3,1,nt,-6,-1,-4,-1.0,6
CCNC(=O)n1nccc1C(C)Oc1ccccc1 (centres undefined),-3,-0.5,0,3,98,-8,-3,-5,0.8,-1
O=C(CCN1CCN(c2ccccc2)CC1)Nc1ccccc1F,20,-1.4,3,-3,108,-6,13,-6,-1.4,0

# Some of the compounds tested. The share of hits here may be higher or lower than overall.
